LMP1 NFkB inh = reduces LMP1-driven NF-kappaB luciferase signal; LMP1-induced NF-kappaB luciferase reporter cells, luminescence; inhibition, % at 12.5 µM; 350,000 compounds, 0.69% hits; in the data active = inhibition above about 41%;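 note: 0% = neutral control wells and 100% = reference inhibitor control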
CF NFkB inh = cystic fibrosis NF-kB activation inhibition. KKLEB NF-kB-GFP reporter, PAF-induced, GFP fluorescence overnight. inhibition, % at 5 µM. 360,000 compounds, 0.86% hits. AID 588850;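 active = at least 50% inhibition at 5 µM, scaled per plate between neutral and stimulator controls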;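 note: PAF is a Pseudomonas aeruginosa culture filtrate used as stimulus; plate controls were PAF-stimulated DMSO wells for no effect and unstimulated DMSO wells for full effect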
Shn3 inh set2 = inhibitors of Schnurri-3 3'UTR reporter in osteoblasts. Clone20 osteoblast Shn3 3'UTR firefly luciferase, 24 h. AID 588674. inhibition, % at 12.5 µM. 360,000 compounds, 0.52% hits;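 active = mean inhibition of at least 75% with every replicate also reaching 75%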;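 note: 0% = median of neutral control wells and 100% = pilot-screen positive control compound; some compounds past the cut are filed as inactive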
NCOA3 inh = inhibits human SRC3 coactivator. Q9Y6Q9. HEK293 GAL4-SRC3 luciferase reporter, luminescence. inhibition, % at 3.6 µM. 360,000 compounds, 0.17% hits;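 active = inhibition above a per-campaign cutoff, the mean of all compounds plus 3 SD, cut at about 60% in these data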;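 note: 0% = DMSO-treated cells and 100% = gossypol-treated cells at 36 µM; higher means less SRC3-driven luciferase light from the GAL4 reporter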
TWEAK Fn14 block = TWEAK-Fn14 signaling inhibition; AID 1159606; TWEAK-stimulated Fn14 reporter cells, luciferase luminescence, 8 h; inhibition, % at 10 µM; 360,000 compounds, 2% hits; in the data active = inhibition above about 50%
COUP-TFII inh = NR2F2 (human) inhibition, primary screen; P24468; inhibition, % at 8.6 µM; HEK293T NGFI-A luciferase reporter, luminescence; AID 686940; 370,000 compounds, 0.7% hits;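 active = inhibition above a per-plate cutoff, mean inhibition of test wells between control levels plus 3 SD, cut at about 38% in these data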;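 note: cells cotransfected with COUP-TFII expression vector driving the NGFI-A reporter; 0% = median of COUP-TF2 test wells and 100% = reporter-only cells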
KKLEB cytotox = counter-screen for CF NF-kB inhibitors: cytotoxicity | KKLEB CF airway cells viability, ATPlite luminescence, overnight; active compounds read low; cells stimulated with P. aeruginosa culture filtrate | activity change (cytotoxicity), % at 5 µM | 360,000 compounds, 0.36% hits;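 active = corrected activity change at or below -50% at 5 µM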
C8 TRAIL sens = caspase-8 TRAIL sensitization; AID 624354; NB7+C8 cells + TRAIL, ATPlite viability luminescence; inhibition (viability loss, TRAIL sensitization), % at 10 µM; 360,000 compounds, 1% hits;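 active = compounds causing at least 50% loss of cell viability in the single-dose screen, relative to plate controls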
TROY signal inh = TROY signaling inhibition. AID 1347056. inhibition, % at 10 µM. 360,000 compounds, 0.98% hits. Q293 LMP1-TROYcd NF-kB luciferase reporter, 4 h;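 active = compounds whose plate-normalised and pattern-corrected inhibition of the luciferase reporter signal at the single screening dose is 50% or more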
NR5A2 inv ag = suppresses constitutive activity of human LRH-1; HEK293T StAR-luciferase reporter, LRH-1 transfected, 24 h; inhibition, % at 3.6 µM; 360,000 compounds, 0.13% hits; AID 602396;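 active = inhibition above the mean inhibition of all tested compounds plus 3 SD, cut at about 73% in these data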;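 note: 0% = DMSO wells and 100% = reporter-only cells lacking LRH-1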
SRC1 inh = inhibitors of human steroid receptor coactivator 1 (SRC1) | Q15788 | HEK293 GAL4-SRC1 luciferase reporter, luminescence | AID 588354 | inhibition, % at 3.6 µM | 360,000 compounds, 0.12% hits;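 active = inhibition above the campaign mean plus 3 SD, with each screening campaign given its own cutoff, cut at about 60% in these data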;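 note: 0% = DMSO treated cells and 100% = gossypol at 36 µM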
Target sequence (Q15788 whole entry, looked up, the tested form may be a part): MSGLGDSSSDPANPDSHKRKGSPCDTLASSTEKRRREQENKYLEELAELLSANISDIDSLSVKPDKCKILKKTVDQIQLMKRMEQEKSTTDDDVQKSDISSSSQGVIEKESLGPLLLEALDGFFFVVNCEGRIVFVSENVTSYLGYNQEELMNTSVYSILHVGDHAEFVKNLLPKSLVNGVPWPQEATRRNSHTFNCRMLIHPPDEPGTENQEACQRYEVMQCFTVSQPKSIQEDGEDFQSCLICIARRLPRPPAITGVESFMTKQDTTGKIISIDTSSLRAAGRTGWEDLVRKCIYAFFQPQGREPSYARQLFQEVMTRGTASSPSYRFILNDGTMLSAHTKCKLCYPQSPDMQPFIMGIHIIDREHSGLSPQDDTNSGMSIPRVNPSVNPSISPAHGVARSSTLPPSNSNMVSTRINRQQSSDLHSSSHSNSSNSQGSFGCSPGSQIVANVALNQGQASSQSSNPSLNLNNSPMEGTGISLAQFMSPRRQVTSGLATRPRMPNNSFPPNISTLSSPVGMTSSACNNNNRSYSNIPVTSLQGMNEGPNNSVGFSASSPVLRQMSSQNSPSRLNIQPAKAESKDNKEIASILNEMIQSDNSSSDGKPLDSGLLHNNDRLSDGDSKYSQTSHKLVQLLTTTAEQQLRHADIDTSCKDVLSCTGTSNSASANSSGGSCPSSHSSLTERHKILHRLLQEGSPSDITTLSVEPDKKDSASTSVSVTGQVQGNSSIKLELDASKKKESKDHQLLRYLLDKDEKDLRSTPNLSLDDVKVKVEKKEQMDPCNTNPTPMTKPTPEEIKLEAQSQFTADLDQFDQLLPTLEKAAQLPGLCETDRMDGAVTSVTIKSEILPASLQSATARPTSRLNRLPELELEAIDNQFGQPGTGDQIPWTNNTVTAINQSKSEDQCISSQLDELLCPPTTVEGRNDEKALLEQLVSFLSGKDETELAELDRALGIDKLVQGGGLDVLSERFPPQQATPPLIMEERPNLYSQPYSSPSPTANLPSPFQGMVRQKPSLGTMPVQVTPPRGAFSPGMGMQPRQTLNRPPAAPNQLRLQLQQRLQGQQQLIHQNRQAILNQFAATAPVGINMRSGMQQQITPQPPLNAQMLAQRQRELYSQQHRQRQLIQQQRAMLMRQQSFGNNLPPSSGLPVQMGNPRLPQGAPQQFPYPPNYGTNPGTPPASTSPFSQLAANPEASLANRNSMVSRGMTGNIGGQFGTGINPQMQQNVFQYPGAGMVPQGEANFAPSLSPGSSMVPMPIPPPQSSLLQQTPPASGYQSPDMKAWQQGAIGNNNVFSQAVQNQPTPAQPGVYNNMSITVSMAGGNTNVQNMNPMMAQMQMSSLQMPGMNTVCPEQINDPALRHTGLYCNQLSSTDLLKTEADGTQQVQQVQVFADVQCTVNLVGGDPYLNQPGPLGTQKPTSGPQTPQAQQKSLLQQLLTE
* marks the source's active call; other numbers are inactive results; . = no result given.

structure | LMP1 NFkB inh | CF NFkB inh | Shn3 inh set2 | NCOA3 inh | TWEAK Fn14 block | COUP-TFII inh | KKLEB cytotox | C8 TRAIL sens | TROY signal inh | NR5A2 inv ag | SRC1 inh
CC(C)c1cc(-c2cc(C(=O)NCc3ccccc3)on2)nc(NC2CCCC2)n1 | -6.9 | -0.1 | 26.8 | -7.0 | 26.5 | 14.2 | -5.5 | 3.9 | 9.2 | -2.4 | 6.5
CC(=O)N1CCN(C(=O)c2cccc(S(=O)(=O)Nc3ccc(C)cc3)c2)CC1 | -6.2 | 0.3 | -9.0 | 11.2 | 4.5 | -12.2 | -3.3 | -16.1 | 12.2 | -1.1 | 12.4
COC(=O)CCCC1=CC2=CC(=O)C(C)(OC(=O)c3cccs3)C(=O)C2=CN1CCc1ccccn1 (stereo not drawn) | -10.7 | -1.9 | -17.6 | -3.7 | -0.5 | -2.7 | 6.2 | 2.3 | -2.2 | -12.2 | 1.7
COc1cccc(/C=N/NC(=O)CCc2c(C)n[nH]c2C)c1 | -1.5 | -8.1 | -12.1 | 1.1 | -16.7 | 9.6 | -20.7 | 6.2 | -6.0 | -16.2 | -7.5
COc1ccccc1-n1cc(-c2ccc([N+](=O)[O-])cc2)[nH]c1=S | 3.0 | 3.5 | 8.5 | 13.5 | 4.1 | -5.2 | -17.2 | 7.6 | -19.3 | -5.8 | -4.1
O=C(O)c1cc(N/N=C/c2ccc(-c3ccc(F)cc3)o2)ccc1Cl | -14.8 | -2.9 | -33.1 | -46.2 | -21.1 | 2.0 | 0.0 | -6.1 | -40.1 | -82.7 | -22.6
Cc1noc(C)c1S(=O)(=O)Nc1ccc2c(c1)C(=O)N([C@@H](C)CO)C[C@H](C)[C@@H](CN(C)Cc1ccc(C(F)(F)F)cc1)OCCCC[C@H](C)O2 | 6.7 | 8.1 | -5.9 | -11.7 | 0.1 | 9.0 | -0.8 | 27.5 | 13.1 | -19.8 | 0.2
CN1CCN(CC(=O)Nc2c(C(=O)C3CC3)oc3ccccc23)CC1 | 0.1 | 6.0 | 10.2 | 12.1 | -8.0 | 2.9 | -10.1 | 6.1 | 2.2 | 16.5 | -4.1
Cc1ccc(Sc2ncccc2O)cc1 | -3.5 | 13.4 | -35.6 | -9.7 | -14.7 | 2.0 | -5.0 | 0.3 | -63.4 | -41.2 | 0.8
CCC(=O)N1CCc2cc(S(=O)(=O)NCCC(=O)N3CCc4ccccc4C3)ccc21 | -0.2 | -13.8 | 51.0 | -14.7 | 18.5 | 1.8 | 12.7 | -0.5 | -3.6 | 21.3 | -2.6
Cc1ccc(-c2csc3ncnc(NCCN4CCOCC4)c23)cc1 | 4.5 | 58.4* | 17.2 | 30.0 | 42.2 | 38.0* | -23.0 | -4.2 | 17.8 | -2.6 | 23.6
C/C(Cl)=C/Cn1c(NCCN(C)C)nc2c1c(=O)n(C)c(=O)n2C | -2.1 | -8.1 | -13.4 | -3.1 | 7.8 | 22.8 | 10.6 | 0.1 | 3.4 | -7.1 | 1.4
C(=C\c1ccccc1)/CN1CCN(C(c2cccs2)c2nnnn2-c2ccc3c(c2)OCCO3)CC1 (stereo not drawn) | . | 6.0 | 26.6 | 18.7 | 42.8 | 15.8 | -13.8 | -3.3 | 11.8 | 12.8 | 4.7
Cc1ccc(C(=O)NCc2cccnc2)cc1S(=O)(=O)N1CCCCCC1 | -6.8 | -2.9 | 16.8 | -6.5 | 12.0 | 1.9 | 4.7 | 15.8 | -3.2 | -0.1 | -27.4
Cc1sc2c(c1C)CN(CCN1CCOCC1)CN2C(=O)c1ccccc1 | 1.7 | 5.6 | -14.9 | 1.1 | -17.4 | -28.3 | 9.8 | -3.5 | -48.5 | -0.1 | -2.9
CCCCn1c(N)c(N(CCOC)C(=O)c2ccc(-c3ccc(C(C)=O)cc3)o2)c(=O)[nH]c1=O | -7.6 | -1.5 | -5.0 | -3.8 | -13.1 | 1.9 | 11.5 | -31.8 | -12.6 | -14.4 | 16.8
Cc1cccc(C(=O)NCc2ccco2)c1 | 2.9 | -13.5 | 2.7 | 3.4 | -18.1 | 1.3 | -10.8 | 12.6 | -7.1 | -14.7 | -2.5
COC(=O)Cn1c2ccccc2c2nc(C)sc21 | -43.2 | -9.8 | 23.2 | -1.0 | 5.7 | -3.8 | 11.1 | 1.0 | 4.8 | -19.3 | 10.8
CNS(=O)(=O)c1cccc(C(=O)OCC(=O)c2c(N)n(Cc3ccccc3)c(=O)n(C)c2=O)c1 | 4.6 | 16.8 | 16.1 | 8.1 | 16.1 | -49.2 | 4.6 | -1.6 | 12.3 | -4.9 | 7.6
CC1(C(=O)Nc2ccc3c(c2)OCO3)CCN1C(=O)CCC1CCCC1 (stereo not drawn) | . | 20.3 | -2.8 | -0.3 | -1.5 | -0.2 | -6.4 | -1.4 | 9.4 | -14.2 | -11.1
CC1=C(C(=O)OCC2CCCO2)C(c2ccncc2)C2=C(CC(C)(C)CC2=O)N1 (stereo not drawn) | -7.9 | -6.5 | -15.2 | 9.0 | 10.8 | 10.5 | 16.5 | -3.1 | -1.2 | 4.3 | -7.8
Cc1nc2ncnn2c(C)c1CCC(=O)NC(C)CCc1ccco1 (stereo not drawn) | 0.2 | 2.5 | -0.2 | 18.7 | -4.7 | 3.7 | 2.9 | 4.9 | -2.5 | -8.5 | 1.8
COc1cc(OC)c(C2CC(=O)N3CN(c4ccccc4)CSC3=C2C#N)cc1OC (stereo not drawn) | -3.5 | -9.5 | -33.0 | 6.8 | -17.8 | -28.9 | -1.9 | -16.1 | -16.5 | 5.5 | 2.0
Cc1cc(OCCCn2ccnc2)ccc1C(C)C | -4.7 | -6.6 | 14.5 | 8.6 | -2.7 | -7.5 | 0.8 | 17.6 | -19.2 | 11.0 | -6.3
CCCNC(=O)NCCC12CC3CC(CC(C3)C1)C2 | 7.4 | 3.9 | 5.7 | -7.5 | -36.1 | -7.7 | 1.0 | 1.7 | -35.4 | -10.7 | -6.4
O=C(CCc1nc2ccccc2[nH]1)Nc1ccc2c(c1)OCCO2 | -2.7 | -1.6 | 1.2 | 1.9 | 38.5 | -15.4 | 14.1 | -8.2 | 16.0 | -13.0 | 12.5
CN(C(=O)c1ccccc1C(=O)OCC(=O)Nc1ccc(S(N)(=O)=O)cc1)c1ccccc1 | -11.1 | 13.8 | 15.4 | 13.0 | 10.3 | -3.8 | 9.6 | 9.0 | 8.6 | -15.4 | -6.2
O=C1CCC(=O)N1c1cccc(OS(=O)(=O)c2ccccc2)c1 | 3.7 | 1.5 | -14.8 | 8.9 | -7.4 | -7.7 | 5.4 | 4.7 | -6.3 | 3.3 | -12.6
CCOC(=O)c1nnc(-c2cccs2)nc1NC(C)C | 1.9 | -20.8 | -4.7 | -3.4 | 12.2 | 10.1 | -10.6 | -3.4 | -4.7 | -14.1 | 7.1
CCCN(Cc1nnc(-c2ccccc2Cl)o1)C(=O)c1cc([N+](=O)[O-])cc([N+](=O)[O-])c1 | 1.1 | 17.5 | 6.1 | 12.2 | -6.6 | 4.1 | -7.4 | -5.1 | -20.1 | 9.9 | 5.0
c1ccc(CNc2ncn[nH]2)cc1 | -7.0 | 1.9 | -18.9 | 12.7 | 19.2 | -0.2 | -4.4 | -1.9 | -14.7 | 13.1 | -18.6
OC(c1ccc(F)cc1)c1nc(/C=C/c2ccccc2)cs1 (stereo not drawn) | . | 7.8 | -59.3 | -39.6 | 6.2 | -24.7 | -12.4 | -1.2 | -31.4 | -71.6 | -35.5
CCNC(=S)NS(=O)(=O)c1ccc(F)cc1 | 0.0 | -16.7 | -27.1 | -8.5 | 0.7 | -7.4 | 8.1 | 2.6 | -9.8 | 9.1 | -8.5
CC(C)c1ccc(CNc2ncccn2)cc1 | -29.6 | -0.1 | -91.5 | -68.4 | -40.5 | -31.8 | -1.0 | 3.5 | -24.5 | -35.7 | -61.6
CC(NC(=S)Nc1ccc([N+](=O)[O-])cc1)c1ccncc1 (stereo not drawn) | -5.5 | 1.3 | 22.6 | 7.6 | -2.1 | 6.0 | 3.8 | 8.7 | 5.2 | 11.1 | -29.0
O=C(CCN1CCCCCC1)Nc1cccc(Cl)c1 | -6.8 | -10.6 | -6.1 | -3.8 | -11.7 | -7.7 | -6.6 | 0.7 | 2.4 | -5.9 | 11.0
Clc1c(-c2nnc3n2CCC3)sc2ccccc12 | -8.2 | -13.5 | 3.6 | -18.2 | -3.0 | 0.5 | -9.6 | 9.6 | -33.1 | -26.6 | -32.6
CC1=CC2C(C(O)CC3(C)C2CC(C)C32OCOC23COCO3)C2(C)C/C(=C\O)C(=O)C=C12 (stereo not drawn) | -0.8 | 95.7* | 87.5* | -20.6 | 108.6* | 51.7* | -95.2* | 93.7* | 83.4* | -11.4 | -20.2
COc1ccc(C(=O)Nn2c(SCC(=O)NCc3ccco3)nc3ccccc3c2=O)cc1 | 49.5* | 9.0 | 12.5 | 5.6 | 87.9* | 32.4 | -5.5 | 33.4 | 80.0* | 10.9 | -20.1
Cc1ccc(CN2CCN(Cc3ccncc3)CC2CCO)o1 (stereo not drawn) | -4.2 | 17.8 | -11.0 | 10.2 | -6.7 | -6.2 | -2.1 | -13.6 | -3.6 | -7.9 | -17.5
O=C(O)COc1ccccc1/C=C1\C(=O)Nc2ccc(Br)cc21 | -2.3 | 17.4 | -34.7 | -1.2 | 35.5 | -8.1 | -9.0 | -2.8 | 12.5 | 0.2 | 3.0
COc1ccc(-n2c(=O)c3ccccc3n(CC(=O)c3ccccc3)c2=O)cc1OC | -7.7 | 10.1 | . | 7.2 | 6.2 | 3.1 | -8.0 | -19.0 | 3.7 | -17.1 | 11.2
Cc1nc(NC(=O)CSc2cc(C)c3ccccc3n2)c(Cl)cc1Cl | -7.5 | 16.5 | 13.9 | -58.4 | -50.6 | 13.9 | -1.6 | 17.5 | -3.0 | 20.3 | -64.3
O=C(COC(=O)c1ccco1)Nc1ccccc1[N+](=O)[O-] | 3.4 | -38.9 | 2.1 | 9.2 | -21.3 | 11.0 | 7.8 | 5.6 | -3.5 | 1.0 | -8.8
S=C(NCc1ccccc1)N1CCN(C2CCCCC2)CC1 | -2.3 | 4.3 | 10.1 | 15.2 | 16.8 | -13.2 | -5.7 | 11.8 | -1.5 | 1.3 | 0.1
CCCn1nnnc1NCc1ccccc1F | -9.7 | 9.8 | 9.1 | -23.3 | 16.3 | 15.8 | 10.3 | 7.6 | 1.5 | -2.8 | 2.0

Reprinted at random: 2 records from the list, in no set order.
structure | LMP1 NFkB inh | CF NFkB inh | Shn3 inh set2 | NCOA3 inh | TWEAK Fn14 block | COUP-TFII inh | KKLEB cytotox | C8 TRAIL sens | TROY signal inh | NR5A2 inv ag | SRC1 inh
Cc1noc(C)c1S(=O)(=O)Nc1ccc2c(c1)C(=O)N([C@@H](C)CO)C[C@H](C)[C@@H](CN(C)Cc1ccc(C(F)(F)F)cc1)OCCCC[C@H](C)O2 | 6.7 | 8.1 | -5.9 | -11.7 | 0.1 | 9.0 | -0.8 | 27.5 | 13.1 | -19.8 | 0.2
CCNC(=S)NS(=O)(=O)c1ccc(F)cc1 | 0.0 | -16.7 | -27.1 | -8.5 | 0.7 | -7.4 | 8.1 | 2.6 | -9.8 | 9.1 | -8.5

From PubChem

A portion of the library; count on the stated rates, not on these rows.
